EBNA-1 inhibitor = EBNA-1 DNA-binding inhibitors, primary screen, biochemical, fluorescence polarization | inhibition, % at 14.8 µM | hit rate 0.34% among 300,000; in the data active = inhibition above about 28%
PAFAH1B2 inh = PAFAH1B2 enzyme inhibitors, primary screen, biochemical, fluorescence polarization, human; Platelet-activating factor acetylhydrolase IB subunit alpha2 (Homo sapiens), P68402; recombinant PAFAH1B2, FP-rhodamine activity probe; inhibition, % at 3.39 µM; hit rate 1.2% among 340,000; AID 492953, 2010;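 active = inhibition above the mean of all tested compounds plus 3 SD, cut at about 24% in these data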;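 note: 0% = enzyme with DMSO and 100% = wells lacking PAFAH1B2; many of its hits are not listed in these tables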
Target sequence (P68402 whole entry, looked up): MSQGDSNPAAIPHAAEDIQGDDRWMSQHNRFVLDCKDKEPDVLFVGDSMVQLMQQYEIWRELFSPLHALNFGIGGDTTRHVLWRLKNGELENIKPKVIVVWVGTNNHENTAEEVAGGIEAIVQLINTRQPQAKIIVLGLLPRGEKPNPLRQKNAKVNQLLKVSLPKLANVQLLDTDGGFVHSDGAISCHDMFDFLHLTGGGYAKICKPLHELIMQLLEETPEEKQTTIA
PAFAH2 inh = PAFAH2 enzyme inhibitors, primary screen, biochemical, fluorescence polarization, human; recombinant PAFAH2, FP-rhodamine activity probe; hit rate 0.99% among 340,000; Platelet-activating factor acetylhydrolase 2, cytoplasmic (Homo sapiens), Q99487; inhibition, % at 3.39 µM;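 active = inhibition above the mean over all tested compounds plus 3 SD, cut at about 30% in these data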;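 note: inhibitors block probe labeling of enzyme so polarization drops; 0% = enzyme with DMSO and 100% = wells lacking PAFAH2 protein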
LYPLA2 counter = LYPLA2 inhibitors, primary screen, counter-screen for PME1 inhibitor project, biochemical, fluorescence polarization, FP-Rh probe ABPP; inhibition, % at 5.9 µM; recombinant LYPLA2; AID 2177, 2009; Acyl-protein thioesterase 2 (Homo sapiens), O95372; hit rate 0.38% among 320,000;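 active = inhibition above the screen-wide mean plus 3 SD, limit set per campaign, cut at about 26% in these data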;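 note: 0% = LYPLA2 with DMSO and 100% = wells lacking LYPLA2 enzyme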
ZTA DNA inh = counter-screen for EBNA-1 inhibitors: inhibitors of Epstein-Barr virus ZTA. P03206. ZTA-DNA binding, fluorescence polarization. inhibition, % at 11 µM. hit rate 0.15% among 320,000; in the data active = inhibition above about 33%
Target sequence (P03206 whole entry, looked up): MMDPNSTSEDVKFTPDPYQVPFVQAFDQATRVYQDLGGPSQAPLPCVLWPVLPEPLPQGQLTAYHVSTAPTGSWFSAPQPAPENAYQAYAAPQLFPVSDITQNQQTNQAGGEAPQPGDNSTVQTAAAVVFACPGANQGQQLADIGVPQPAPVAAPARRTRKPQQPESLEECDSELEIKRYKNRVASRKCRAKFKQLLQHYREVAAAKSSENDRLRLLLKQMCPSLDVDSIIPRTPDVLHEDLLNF
PREPL inh = PREPL enzyme inhibitors, primary screen, biochemical, fluorescence polarization. hit rate 0.68% among 320,000. recombinant PREPL, fluorescence polarization activity-based probe. Prolyl endopeptidase-like (Homo sapiens), Q4J6C6. inhibition, % at 5.96 µM; in the data active = inhibition above about 43%;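 note: 0% = enzyme with DMSO and 100% = wells lacking enzyme; many of its hits are not listed in these tables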
pPAFAH inh = pPAFAH enzyme inhibitors, primary screen, biochemical, fluorescence polarization, human; Platelet-activating factor acetylhydrolase (Homo sapiens), Q13093; recombinant pPAFAH, FP-rhodamine probe fluorescence polarization; inhibition, % at 3.39 µM; hit rate 1.5% among 330,000; AID 463082, 2010;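 active = inhibition above the mean inhibition across the screen plus 3 SD, cut at about 25% in these data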;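 note: inhibitors block binding of the rhodamine activity-based probe so polarization drops; 0% = enzyme with DMSO and 100% = wells lacking pPAFAH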
LYPLA1 counter = LYPLA1 inhibitors, primary screen, counter-screen for PME1 inhibitor project, biochemical, fluorescence polarization, FP-Rh probe ABPP. inhibition, % at 5.9 µM. Acyl-protein thioesterase 1 (Homo sapiens), O75608. AID 2174, 2009. recombinant LYPLA1. hit rate 0.16% among 320,000;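 active = inhibition above the mean of all tested compounds plus 3 SD, set per campaign, cut at about 14% in these data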;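 note: inhibitors block serine hydrolase probe labeling of LYPLA1 so polarization falls; 0% = enzyme with DMSO and 100% = wells lacking LYPLA1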
Target sequence (O75608 whole entry, looked up): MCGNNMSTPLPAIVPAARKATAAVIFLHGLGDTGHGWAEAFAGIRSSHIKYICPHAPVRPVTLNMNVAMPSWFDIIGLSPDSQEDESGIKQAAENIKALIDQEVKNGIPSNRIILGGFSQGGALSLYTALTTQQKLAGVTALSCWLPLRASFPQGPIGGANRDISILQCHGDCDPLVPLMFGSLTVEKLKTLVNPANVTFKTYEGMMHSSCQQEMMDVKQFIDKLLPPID
PAFAH1B3 inh = PAFAH1B3 enzyme inhibitors, primary screen, biochemical, fluorescence polarization, human; Platelet-activating factor acetylhydrolase IB subunit alpha1 (Homo sapiens), Q15102; recombinant PAFAH1B3, FP-rhodamine probe; inhibition, % at 3.39 µM; hit rate 0.28% among 340,000;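 active = inhibition above the screen-wide average of all tested compounds plus 3 SD, cut at about 25% in these data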;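 note: 0% = enzyme with DMSO only and 100% = wells lacking PAFAH1B3 protein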
Target sequence (Q15102 whole entry, looked up): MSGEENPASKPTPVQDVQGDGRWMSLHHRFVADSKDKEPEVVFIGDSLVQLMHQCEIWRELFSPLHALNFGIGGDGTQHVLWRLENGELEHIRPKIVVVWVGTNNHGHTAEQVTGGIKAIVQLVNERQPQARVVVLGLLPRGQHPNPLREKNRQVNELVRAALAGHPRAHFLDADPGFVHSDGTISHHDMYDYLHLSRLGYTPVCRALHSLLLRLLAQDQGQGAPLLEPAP
The depositor's hits bear a star; / = not tested or not shown. Only part of the results is shown, so the mix of outcomes need not match the whole.

SMILES	EBNA-1 inhibitor	PAFAH1B2 inh	PAFAH2 inh	LYPLA2 counter	ZTA DNA inh	PREPL inh	pPAFAH inh	LYPLA1 counter	PAFAH1B3 inh
CCCNS(=O)(=O)c1ccc(OCC(=O)NCCCOC)cc1	2	2	-5	2	-18	0	3	4	3
O=C(Nc1ccccc1)c1nnsc1S(=O)(=O)c1ccc(Cl)cc1	-3	0	-3	4	-14	14	6	0	3
O=C(NNC(=S)NC(=O)c1cn(-c2ccccc2)nc1-c1ccccc1)c1ccncc1	4	0	-1	7	1	18	9	-1	4
CN1CCN(c2ccccc2NC(=O)c2ccc(-c3ccc(Cl)c(Cl)c3)o2)CC1	7	-1	2	-11	5	25	-1	-8	6
N=C1S/C(=C\c2ccco2)C(=O)N1c1ccc2c(c1)OCO2	2	6	14	16	3	7	31*	-4	2
CCn1ccnc1CN1CCCCC1C(=O)Nc1ccc(Oc2cccnc2)cc1 (configuration not stated)	-5	5	7	5	-10	17	-2	4	2
COc1cccc(NC(=O)CN(C)C(=O)CCCNC(=O)c2ccc(Cl)cc2)c1	/	2	3	1	-4	10	3	1	-2
COc1ccc(NC(=S)N(CCCN2CCCC(C)C2)Cc2cccs2)cc1 (configuration not stated)	1	2	3	6	-1	15	7	1	1
C=C1CCN([C@@H](CC(C)C)C(=O)NCc2ccc(Cl)cc2)S(=O)(=O)c2ccccc21	-8	3	11	-6	10	-23	3	-4	9
COc1ccc(Nc2nc3ccccc3nc2-n2nc(C)cc2C)cc1	-1	-2	8	2	-6	-12	-4	1	-3
CCOC(=O)CSc1nc(C(C)(C)C)cc(C(F)(F)F)c1C#N	1	9	-6	0	2	-1	2	-3	5
CCNc1nc(SCC(=O)Nc2ccc(Cl)c(Cl)c2)nc(N(C)C)n1	1	-6	-4	2	-6	-17	0	-4	-3
CCN(CCC(=O)Nc1cc(OC)cc(OC)c1)Cc1ccccc1	-18	2	-1	-4	-1	-20	-1	0	8
COc1ccc(S(=O)(=O)N2CCN(c3ccc(C)cc3C)CC2)cc1OC	-1	-3	-4	-1	-6	-21	-2	-1	-1
O=C(NCCOc1ccc(F)cc1)c1ccccc1SCc1ccccc1	-10	17	8	-6	4	-73	7	-3	7
O=C(O)c1ccc(CSc2nnc(-c3ccccc3Br)o2)cc1	-11	2	-2	10	2	-7	0	0	7
CCN(CC)S(=O)(=O)c1cccc(N=Nc2c(O)c3ccccc3oc2=O)c1	0	3	10	7	4	-2	0	3	-1
Cc1cc(=O)oc(C)c1C(=O)NCCC1=CCCCC1	17	3	3	5	-6	11	1	-4	-4
O=C(O)c1ccc(Nc2ccc(F)c(F)c2)c([N+](=O)[O-])c1	-23	7	8	3	-1	17	-4	-2	13
COc1ccc(-c2ccccc2)cc1NC(=O)c1ccncc1	0	3	4	2	-10	4	1	-3	15
COCCn1nnnc1CN1C2CCCC1CC(NC(C)=O)C2 (configuration not stated)	2	2	-7	1	-3	-4	0	0	-4
Cc1cc(OCC(=O)NCCN2CCOCC2)c2c(C)c(C)c(=O)oc2c1	-16	4	0	4	-3	-5	3	0	8
CCC(Sc1nc(C)cc(=O)[nH]1)C(=O)Nc1nnc(C)s1 (configuration not stated)	-10	3	-2	1	11	-1	2	-1	0
O=C1CCCC(O)=C1C1C2=C(CCCC2=O)Oc2ccccc21 (configuration not stated)	-8	5	-1	-2	-12	16	3	2	4
COc1ccc(OC)c(CCNC(=O)Cn2nc(C)c3c(C)n(-c4ccc(C)cc4)nc3c2=O)c1	-8	-2	7	-2	1	14	5	-1	-2
(list continues)
SMILES	EBNA-1 inhibitor	PAFAH1B2 inh	PAFAH2 inh	LYPLA2 counter	ZTA DNA inh	PREPL inh	pPAFAH inh	LYPLA1 counter	PAFAH1B3 inh
Cc1cc(=O)oc2cc(OCc3ccc(C(=O)OCC(=O)N(C)C4CCS(=O)(=O)C4)cc3)ccc12 (configuration not stated)	-2	1	-5	13	-8	18	1	3	2
Cc1ccc2cc(CCNC(=O)c3c(-c4ccccc4Cl)noc3C)c(=O)[nH]c2c1	4	4	6	-6	3	5	5	-3	4
N#Cc1ccc(OCC(=O)OCC(=O)c2ccccc2)cc1	/	7	-5	/	/	2	20	/	12
C=CCN1C(=O)c2ccc(C(=O)N3CCN(S(=O)(=O)c4ccccc4Br)CC3)cc2C1=O	2	3	6	-1	3	7	18	2	-1
CSCC[C@H](NC(=O)c1ccco1)c1nnc2ccccn12	12	0	4	2	9	10	5	-1	9
Cc1ccc2c(=O)cc(C(=O)NC3CCS(=O)(=O)C3)oc2c1 (configuration not stated)	-5	3	4	-3	-7	-1	7	-2	0
CCCn1c2c(c(O)c(C(=O)Nc3ncccc3O)c1=O)CCCC2	-2	1	-1	3	-9	14	2	-2	9
CCN1CCCC1CNC(=O)C(=O)Nc1cccc(OC)c1 (configuration not stated)	-3	3	1	7	8	2	5	2	2
O=C(COc1ccccc1)Nc1ccc2c(c1)Cc1cc(NC(=O)COc3ccccc3)ccc1-2	-5	0	-1	-1	-14	-6	-1	0	0
Cc1ccc(NC(=O)c2ccc(NCCc3ccccc3)c([N+](=O)[O-])c2)cc1F	-3	2	3	7	-11	16	1	-2	6
Cc1ccc(F)c(N=Cc2c(O)c3ccccc3oc2=O)c1	-9	-1	-2	-1	-3	0	9	-1	8
COc1ccc(C(c2c(N)[nH]c(=S)[nH]c2=O)c2c(N)[nH]c(=S)[nH]c2=O)cc1	-1	7	4	-3	-6	-4	2	3	3
CN1Cc2c(N3CCOCC3)nc(SCc3ccccc3)c(C#N)c2CC1(C)C	-13	1	6	10	-21	32	5	0	3
CC(C)CC(NC(=O)COc1ccccc1)C(=O)O (configuration not stated)	-4	1	1	-4	4	-1	3	-2	10
CCOc1ccccc1N=c1oc2cc(O)ccc2cc1C(=O)NCC1CCCO1 (configuration not stated)	-2	5	-3	4	1	12	23	4	-7
CSc1cccc(NC(=O)COc2ccccc2C)c1	-3	6	9	1	1	9	-3	-4	2
COc1ccc(NS(=O)(=O)c2cc(NC(=O)c3ccco3)ccc2N2CCCCC2)cc1	-3	-4	-1	-19	10	-5	-5	-18	1
Cc1ccc(C2=NN(C(=O)CSc3nc4ncc(Cl)cc4[nH]3)C(c3ccco3)C2)cc1 (configuration not stated)	1	5	-4	-17	5	-3	9	-12	1
COc1ccc(C)cc1S(=O)(=O)N1CCN(C(=O)c2ncoc2-c2cccc(F)c2)CC1	-9	7	12	-2	-6	10	2	-2	6
O=C(N/N=C/c1ccco1)c1ccc(Br)o1	3	3	-2	7	6	18	-2	0	-1
O=c1[nH]c(-c2ccccn2)nc(C(F)(F)F)c1Br	4	1	5	2	17	10	-1	-2	5
Cc1nn(C)c(C)c1NC(=O)CC12CC3CC(CC(C3)C1)C2	5	8	4	3	-7	19	1	2	7
Cc1cc(NC(=O)CSc2nc3ccccc3c(=O)n2Cc2ccccc2)no1	4	7	0	3	14	-5	1	-2	-4
COC(=O)c1ccc(C)c(NS(=O)(=O)c2ccc(C)c([N+](=O)[O-])c2)c1	5	-3	5	2	11	1	14	1	7
CCSc1nnc(NC(=O)CSc2nnc(CNC(=O)c3ccccc3F)o2)s1	-3	10	4	3	-9	0	4	-4	7
The listing continues.
SMILES	EBNA-1 inhibitor	PAFAH1B2 inh	PAFAH2 inh	LYPLA2 counter	ZTA DNA inh	PREPL inh	pPAFAH inh	LYPLA1 counter	PAFAH1B3 inh
CCOC(=O)c1sc(=S)n(Cc2ccccc2)c1N	-1	2	0	7	-2	-3	6	1	1
CC(=O)n1cc(N(C(=O)CCl)c2ccc(C)cc2)c2ccccc21	0	-4	-2	2	3	0	6	1	8
CC(NC(=S)NCCc1ccccc1)C(c1cccs1)N1CCN(C)CC1 (configuration not stated)	-11	2	-1	4	5	-21	3	1	8
OCCCC1CCCN(Cc2cn[nH]c2-c2ccc(F)cc2F)C1 (configuration not stated)	-7	-2	2	0	0	19	-2	0	-2
CN(C)S(=O)(=O)c1ccc(NC(=O)CN2CCCCCC2)cc1	4	8	0	-4	10	-9	6	-3	-6
O=C(Nc1ccccc1N1CCOCC1)C1=COCCO1	3	5	-4	-2	4	-3	1	-1	1
CC(=O)c1cccc(NC(=O)N2CCC(c3nnc(SCC(N)=O)n3C)CC2)c1	-8	4	-3	-3	-18	23	0	-2	0
COc1ccccc1[C@@]1(C)ON(c2ccccc2C(F)(F)F)C1=O	/	3	3	-5	1	13	-1	-1	3
O=C(NCc1ccc(Cl)cc1)c1cc2ccccn2n1	-2	12	1	3	0	-19	6	-1	5
CC(C)(C)OC(=O)N1CCC(c2c(C(=O)N3CCN(C4CCCCC4)CC3)cnn2-c2ccccc2)CC1	12	7	5	7	-1	3	0	8	8
COc1ccc(NC(=O)Cn2nnc(-c3ccccc3NS(=O)(=O)c3ccc(OC)cc3)n2)cc1	11	0	5	-52	-2	-36	-12	-30	3
CCOP(=O)(c1ccccc1)C(O)c1ccc(F)cc1 (configuration not stated)	103*	1	-1	0	1	3	2	1	-5
CCCc1nc(N2CCCC2)c(C#N)c2c1CCCC2	5	1	-3	13	-5	12	-3	2	-3
CC(=O)N(Cc1ccccc1)c1ccc(C(=O)O)cc1	3	1	-10	-2	-11	5	3	1	5
COc1cccc(NC(=O)NCC2CCN(Cc3ccc(F)cc3)CC2)c1	-19	-1	1	0	11	2	-4	6	0
Nc1c(C(=O)CSc2nnc(COc3ccc(Cl)cc3)o2)c(=O)[nH]c(=O)n1C1CC1	/	7	-10	3	-10	-2	2	1	0
CCN(CC)CCOCCOc1ccccc1F	2	-3	6	0	3	-2	2	-1	13
CCS(=O)(=O)Nc1ccc(-c2cc(-c3ccccc3)c3cc(C)ccc3n2)cc1	2	-13	-34	-51	-4	-11	20	-27	-12
C/C(=N\N=C(N)N)c1cccc([N+](=O)[O-])c1	1	-11	2	1	-20	16	-2	-7	5
Cc1ccc(C(=O)NCC(=O)O)s1	-15	8	2	-4	4	14	-8	-3	0
Cc1ccc2c(COC(=O)CNS(=O)(=O)c3ccccc3)cc(=O)oc2c1	/	5	5	/	/	-9	16	/	3
c1ccc(-c2ccc(-c3nc(-c4cccnc4)no3)cc2)cc1	-7	-2	10	0	-1	-15	-1	-3	1
COc1ccccc1C1CC(=O)NC(C)=C1C(=O)OCC(C)C (configuration not stated)	1	10	1	4	-2	3	3	-2	11
COc1ccc(NC(=S)N(CCCN2CCCC2)Cc2cccs2)cc1	16	3	-5	-1	-1	6	4	5	3
Cc1cc(C)cc(NC(=S)NC2CC3CCC(C2)N3Cc2ccco2)c1 (configuration not stated)	14	1	-2	-6	13	8	5	-3	17

Three entries from above, sorted by the number in PAFAH1B2 inh, highest first.
compound	EBNA-1 inhibitor	PAFAH1B2 inh	PAFAH2 inh	PREPL inh	pPAFAH inh	PAFAH1B3 inh
COc1ccccc1C1CC(=O)NC(C)=C1C(=O)OCC(C)C (configuration not stated)	1	10	1	3	3	11
CC(C)(C)OC(=O)N1CCC(c2c(C(=O)N3CCN(C4CCCCC4)CC3)cnn2-c2ccccc2)CC1	12	7	5	3	0	8
COc1ccccc1[C@@]1(C)ON(c2ccccc2C(F)(F)F)C1=O	/	3	3	13	-1	3

Screening results: PubChem, The Scripps Research Institute Molecular Screening Center
